Source: PubChem (several laboratories)
GSK3beta inhib: human GSK3beta kinase inhibitors, primary screen, biochemical, cell-free homogeneous, HTS; Glycogen synthase kinase-3 beta (Homo sapiens), P49841; AID 2097, 2009; 300,000 compounds, 0.038% hits; GST-GSK3beta kinase, ADP-Glo luminescence, 60 min; hits give low values; activity score (negative = inhibition), % at 10 µM;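 active means more than half of replicate wells score below -50%, meaning over 50% inhibition versus plate controls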;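 further: 0% = median DMSO wells and -100% = median GW8510 positive control wells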
Target sequence (P49841 whole entry, looked up): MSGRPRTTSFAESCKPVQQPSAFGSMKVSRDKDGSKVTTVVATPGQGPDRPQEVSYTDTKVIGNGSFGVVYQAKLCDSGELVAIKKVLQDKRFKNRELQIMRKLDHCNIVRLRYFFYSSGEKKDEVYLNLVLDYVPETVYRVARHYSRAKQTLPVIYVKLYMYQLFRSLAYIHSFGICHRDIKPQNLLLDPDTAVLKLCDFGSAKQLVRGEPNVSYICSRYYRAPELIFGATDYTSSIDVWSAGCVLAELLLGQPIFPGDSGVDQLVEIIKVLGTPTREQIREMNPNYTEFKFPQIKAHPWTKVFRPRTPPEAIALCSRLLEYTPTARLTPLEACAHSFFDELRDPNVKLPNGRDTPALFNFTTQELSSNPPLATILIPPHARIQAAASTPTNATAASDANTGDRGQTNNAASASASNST
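Assay system: GST-tagged human GSK3beta kinase, cell-free; Input: 1.6 ng GSK3beta; Medium: Tris/MgCl2 kinase buffer; Timing: 60 min enzyme reaction, room temperature; Signal: ADP-Glo luminescence quantifying ADP generated by kinase; Evaluation: score relative to plate controls; Benchmarks: DMSO neutral wells and GW8510 at 20 µM as positive.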
AI-2 QS modul: Vibrio harveyi AI-2 quorum sensing modulators, primary screen, JMH597 strain, luminescence/OD600 ratio. 300,000 compounds, 0.4% hits. activity change, % at 7.5 µM. Vibrio harveyi JMH597 AI-2 luminescence/OD600 ratio, 9 h; hits give low values; strain lacks LuxN and CqsS sensors; 0 = neutral-control median. AID 2094, 2009; in the data active means activity change below about -75%, passing the limit was not always enough;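 further: luminescence divided by OD600 gain over 9 h not by final OD600 alone; inactives centre near 13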
KLF5 inh: KLF5 expression inhibitors, primary screen, DLD-1 cells, luminescence; DLD-1 KLF5 promoter-luciferase reporter; inhibition, % at 5 µM; 290,000 compounds, 0.23% hits;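 active means inhibition above a per-plate limit of that plate's mean compound inhibition plus 3 SD, cut at about 60% in these data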;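 further: 0% = DMSO wells and 100% = LY294002 at 200 µM; higher means less KLF5 promoter-driven luciferase light; inactives centre near -14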
IEC-6 tox: cytotoxicity in IEC-6 intestinal epithelial cells, primary screen, cytotoxicity control for KLF5 inhibitor project, cell-based, luminescence | IEC-6 cytotoxicity, luminescence viability | inhibition, % at 5 µM | 290,000 compounds, 0.78% hits | AID 1825, 2009; in the data active means inhibition above about 22%;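 further: 0% = plate median of test compound wells and 100% = cytotoxic reference compound wells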
GSK3 alpha inh: blockers of GSK3A enzyme activity – biochemical, luminescence, cell-free homogeneous, HTS, primary screen; GSK-3 alpha kinase, ADP-Glo luminescence, 60 min; inhibition, % at 10 µM; 320,000 compounds, 0.1% hits; AID 2650, 2010;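 in the data active means inhibition above about 50%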;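 further: GST-tagged GSK-3 alpha with peptide substrate and 25 µM ATP; 0% = DMSO neutral wells and 100% = GW8510 positive control wells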
Target sequence (P49840 whole entry, looked up): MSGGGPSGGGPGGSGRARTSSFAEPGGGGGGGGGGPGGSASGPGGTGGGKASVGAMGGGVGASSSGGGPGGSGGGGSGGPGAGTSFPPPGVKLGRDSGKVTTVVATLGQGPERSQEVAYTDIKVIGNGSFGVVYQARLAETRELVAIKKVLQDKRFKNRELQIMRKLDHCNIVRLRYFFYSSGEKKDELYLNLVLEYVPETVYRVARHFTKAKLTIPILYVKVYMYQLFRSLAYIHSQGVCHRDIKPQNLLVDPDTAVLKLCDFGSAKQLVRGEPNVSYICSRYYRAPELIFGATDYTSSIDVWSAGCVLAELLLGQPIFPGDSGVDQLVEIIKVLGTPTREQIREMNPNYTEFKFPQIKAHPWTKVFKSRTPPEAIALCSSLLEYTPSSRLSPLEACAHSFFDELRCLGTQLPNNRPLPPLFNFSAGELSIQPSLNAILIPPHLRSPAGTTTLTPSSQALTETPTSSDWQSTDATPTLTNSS
aSyn UTR inh: MLPCN primary screen, SNCA 5' untranslated region | alpha-synuclein 5'UTR reporter, inhibitor activity | inhibition, % (tested at 7.5 µM) | 300,000 compounds, 0.82% hits; in the data active means inhibition above about 60%;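 further: H4 neuroglioblastoma cells stably carrying SNCA 5'UTR luciferase fusion; 0% = DMSO wells and 100% = positive control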
HSF1 inhib: HSF1 inhibitors in luciferase reporter cells, primary screen, cell-based, NIH3T3, luminescence; AID 2098, 2009; NIH3T3-HGL HSE-luciferase, MG132-induced, luminescence 8 h; hits give low values; activity change, negative = inhibition, % at 7.5 µM (by protocol); 300,000 compounds, 0.77% hits;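 active means more than half of replicate wells show activity change below -50%, luminescence cut by over half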;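 further: luciferase reports HSF-1 transcriptional activity via heat shock element; 0% = median of DMSO wells and -100% = zero luminescence signal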
PolyA inh: polyadenylation inhibitors in yeast reporter cells, primary screen, luminescence, S. cerevisiae | S. cerevisiae SKY197-pL101 polyadenylation reporter, beta-gal luminescence; efflux-impaired pdr1/pdr3 knockout yeast; score 100 = 6 SD above DMSO | calls only at 12 µM | 300,000 compounds, 0.02% hits | AID 1875, 2009;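 active means lowest replicate activity score at least 50, where 100 means six control SD above control mean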;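 further: yeast exposed to compound for 9 h at 30 °C; higher score means more reporter readthrough which indicates perturbed polyadenylation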
HSF1 activator: HSF-1 activators, primary screen, NIH3T3-HGL cells, MG132 stress, luminescence, single point. NIH3T3-HGL HSF-1 luciferase reporter, 8 h; 100% = twice DMSO control signal. activation, % at 9 µM. 300,000 compounds, 1.7% hits;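 active means mean replicate activation of at least 50% with a set share of replicates each reaching 50%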;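 further: 0% = median of the neutral control wells and 100% = twice that signal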
HSP90 inh: HSP90 inhibitors, primary screen, cell lysate, luminescence; Heat shock protein HSP 90 (rabbit reticulocyte lysate; luciferase refolding); Rabbit reticulocyte lysate, luciferase refolding luminescence, 3 h; inhibition, % at 5.6 µM; 290,000 compounds, 0.91% hits;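 active means inhibition above the screen-wide mean plus 3 SD, computed separately per campaign, cut at about 16% in these data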;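 further: 0% = DMSO wells and 100% = 60 µM geldanamycin wells; inhibitors lower the luminescence because luciferase stays unfolded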
The depositor's hits bear a star; i = inactive; . = no result given. This is a subset; rates above refer to the full screens.

SMILES	GSK3beta inhib	AI-2 QS modul	KLF5 inh	IEC-6 tox	GSK3 alpha inh	aSyn UTR inh	HSF1 inhib	PolyA inh	HSF1 activator	HSP90 inh
Cc1ccccc1NC(=O)C1CCCN1S(=O)(=O)c1ccc2c(c1)n(C)c(=O)c(=O)n2C (stereo unspecified)	3	12	-5	-6	1	-3	4	i	5	-3
COC(=O)[C@H](Cc1ccccc1)NC(=O)N1CCCCC1C (stereo partly specified)	0	-9	-1	5	0	-16	-4	i	-6	2
COc1ccc(NC(=O)CSc2n[nH]c(C(C)C)n2)c([N+](=O)[O-])c1	2	13	0	7	-3	23	-4	i	-14	2
CS(=O)(=O)N(CC(=O)Nc1ccccc1Br)Cc1ccccc1	2	20	-9	-9	-3	9	1	i	6	-3
Cc1occc1-c1nnc(SCC(=O)c2ccc(Cl)cc2)n1C	.	.	-20	0	-2	-23	7	i	13	-3
O=c1[nH][nH]c(C(F)(F)F)c1/C=N/N1CCOCC1	1	17	8	2	0	9	1	i	26	0
COc1ccc(N(C(=O)c2ccco2)C(C(=O)NC2CCCC2)c2ccccc2)cc1 (stereo unspecified)	1	10	-4	-2	-1	-1	-2	i	7	-3
CCOc1ccccc1-c1nc(C(N)=O)c2[nH]c(=O)n(-c3ccc(F)cc3)c2n1	6	2	-20	0	4	8	22	i	45	-3
O=C(CNC(=O)c1cccs1)NCC(=O)OCc1ccc(Cl)cc1	4	27	14	-3	-5	2	-4	i	2	0
O=C(COC(=O)Cc1ccc(Cl)c(Cl)c1)Nc1ccc2[nH]c(=O)[nH]c2c1	.	.	.	.	1	-4	0	i	-6	.
Cc1ccc(NC(=O)c2cc3c(CO)cnc(C)c3oc2=Nc2cccc(C(N)=O)c2)cc1	1	2	-15	-13	-2	-5	-13	i	5	-4
CCCONC(=O)Nc1ccccc1[N+](=O)[O-]	-6	6	-1	0	0	-6	-4	i	15	1
CCC1=[N+](CC(=O)c2ccc(C)cc2)CCn2c(C)ccc21	3	4	-20	-2	0	-194	5	i	27	2
Cc1ccc(C2=NC3(CCCCCC3)NC2=S)cc1	0	11	-18	5	-1	-1	3	i	19	-7
CCCn1c(SCC(=O)Nc2c(CC)cccc2CC)nnc1C(C)C	-1	4	-6	2	-2	7	7	i	-5	2
CC(C)(C)c1ccc(OC(=O)CN2C(=O)C3C4CCC(C4)C3C2=O)cc1 (stereo unspecified)	-2	4	-18	0	1	-15	-2	i	11	-7
COCCCNc1nc2c(c(=O)n(Cc3ccc(OC)cc3)c(=O)n2C)n1C	3	28	-24	-4	-3	2	-5	i	0	-3
COc1ccccc1N(CC(=O)NCC1CCCO1)C(=O)Cn1nnc(-c2cccs2)n1 (stereo unspecified)	-1	-1	0	8	3	13	8	i	45	5
Cc1nc(N2CCOCC2)c2c(C)c(C(=O)Nc3ccccc3Cl)sc2n1	1	7	-12	3	1	-5	-2	i	0	0
COc1ccc(-c2cc3c(=O)n(CC(=O)N4CCN(C)CC4)ncn3n2)cc1	0	17	-32	-2	1	-49	-3	i	10	6
O=C(CC1C(=O)NCCN1Cc1cccc(F)c1)NCCCOc1cccnc1 (stereo unspecified)	2	8	-21	1	1	9	-32	i	-45	-9
CC(=O)c1ccc(OCCCC(=O)OCC(=O)Nc2ccc3[nH]c(=O)[nH]c3c2)cc1	.	.	.	.	1	-2	-3	i	-4	.
Cc1onc(-c2ccccc2Cl)c1C(=O)NC(C)c1ccccc1 (stereo unspecified)	-7	24	-9	4	-1	11	-1	i	7	8
COc1ccccc1N1CCN(C(=O)c2cnn3cccnc23)CC1	-3	9	-34	-2	.	1	-10	i	-9	2
O=C1C(Cc2ccc(Br)cc2)SC(=Nc2ccccc2)N1c1ccccc1 (stereo unspecified)	1	8	-12	5	0	4	13	i	41	3
CCN(CC(=O)Nc1c(F)cccc1F)C(=O)c1cc(S(=O)(=O)N(CC)CC)ccc1N1CCCCC1	-2	9	6	0	0	57	4	i	6	2
CCc1ccc(NC(=O)C(C)OC(=O)c2ccc(N3CCCC3)c([N+](=O)[O-])c2)cc1 (stereo unspecified)	-1	3	-36	3	-3	13	2	i	12	0
Cc1ccc(C)c(S(=O)(=O)N2CCN(C(=O)CCNS(=O)(=O)c3ccccc3)CC2)c1	-1	15	3	2	2	12	-9	i	-5	1
CCOC(=O)N1CCN(C(=O)CN(c2ccc(C)cc2)S(=O)(=O)c2c(C)noc2C)CC1	-1	27	3	-4	-6	16	-6	i	9	-3
Cc1cc2cc(CCNC(=O)c3ccc(Br)o3)c(=O)[nH]c2cc1C	-2	-40	-31	2	4	14	7	i	30	-1
O=C(O)/C=C\C(=O)Nc1ccc(OC(F)F)cc1	-1	13	-26	1	0	-40	-3	i	-13	3
Cc1csc(SCC(=O)N(C)c2c(N)n(Cc3ccccc3)c(=O)[nH]c2=O)n1	2	16	-2	-6	0	-4	2	i	19	2
COc1cccc(C(=O)NNC(=O)c2ccc(NS(=O)(=O)c3cccs3)cc2)c1OC	0	4	.	.	.	1	2	i	9	.
O=C(COc1ccccc1[N+](=O)[O-])N/N=C/c1ccc(O)c([N+](=O)[O-])c1	1	25	-28	-11	-4	2	-2	i	-6	0
OC1COC(O)C(O)C1O (stereo unspecified)	-5	1	.	.	0	5	-37	i	-49	.
COc1ccc(CSc2nc3nc(C)cc(C)n3n2)cc1F	-5	14	-8	6	-2	9	0	i	10	0
O=C(CSc1ccc(F)cc1)Nc1nnc(-c2ccco2)o1	-4	-17	.	.	-1	-13	2	i	1	.
Cc1cc(Cl)cc(C)c1OCCn1ccnc1	3	19	38	44*	1	3	2	i	10	-3
COC(=O)c1cc(-c2c(C)oc3cc(O)ccc3c2=O)c(C)o1	2	8	-20	-8	2	24	1	i	-21	0
CC1CCC(NC(=O)COc2ccccc2C(N)=O)CC1 (stereo unspecified)	-1	21	-16	-1	-2	1	2	i	6	0
O=C(O)COc1ccccc1/C=N/NC(=O)CSc1nc2ccccc2n1Cc1ccccc1	3	11	-17	-1	-4	3	4	.	0	-2
O=C(CNC(=S)N(CCCN1CCOCC1)Cc1cccs1)N1CCCCCC1	-4	36	-28	3	-1	.	.	.	.	-1
NC(=O)c1cc2ccccc2o/c1=N\NC(=O)c1ccccc1O	2	17	-18	0	-3	-21	-2	i	-4	-2
Cc1cccc(-c2cccc(NC(=O)C3CCCN(C(=O)c4ocnc4C)C3)c2)c1 (stereo unspecified)	-3	0	-12	2	0	12	16	i	41	3
Cc1ccc(C(=O)c2ccccc2C(=O)OCC(=O)NCC2CCCO2)cc1 (stereo unspecified)	-1	-1	-38	-6	1	5	4	i	-2	-3
CCOC(=O)c1cnn(-c2cccc(Cl)c2)c1N	1	16	-26	0	-2	-22	0	i	-1	-2
COc1ccc(OC)c(NC(=O)CCN2C(=O)c3cccc([N+](=O)[O-])c3C2=O)c1	1	18	-50	-7	-2	8	-3	i	-4	-1
CC(=O)NCCC1CCCCN1C(=O)c1cc(COc2cc(C)ccc2C)on1 (stereo unspecified)	0	8	-145	-5	2	-144	19	i	41	-7
CCOc1cccc(Nc2ccc([N+](=O)[O-])cn2)c1	-1	-44	-41	3	2	-102	11	i	29	0
CCOC(=O)C1C(C(=O)OCC)C1(c1ccccc1)c1ccccc1 (stereo unspecified)	1	9	0	-8	2	29	-1	i	7	0
C[C@@H](C(=O)Nc1nc(-c2ccccn2)cs1)N1C(=O)C2CCCCC2C1=O (stereo partly specified)	0	50	-41	-1	-1	9	4	i	-9	-1
O=C(O)CSc1nc2ccccc2o1	0	22	-5	-4	0	8	-3	i	8	-1
CN1/C(=C\C(=O)COC(=O)CNC(=O)c2ccccc2F)C(C)(C)c2ccccc21	6	11	-15	8	1	12	-3	i	-23	-1
O=C(Nc1ccc(Cl)c(C(F)(F)F)c1)N1CCCC(O)C1 (stereo unspecified)	3	8	0	3	-1	-5	-6	i	-9	0
COc1ccc(C(=O)c2coc3ccc(O)c(CN4CCOCC4)c23)cc1	-4	23	-11	-3	3	-12	1	i	6	4
Cc1ccc(C(=O)N2CCOCC2)cc1S(=O)(=O)Nc1cccc(C)c1C	2	27	-20	0	3	7	1	i	-10	2
COCCN(C(=O)CCC(=O)Nc1nccs1)C(C(=O)NC(C)(C)C)c1ccc(C)cc1 (stereo unspecified)	0	10	0	7	2	13	1	i	6	-1
CC1(C)Cc2c(sc(NC(=O)COc3ccc(Cl)cc3Cl)c2C(N)=O)C(C)(C)N1	-3	10	-14	7	1	62*	0	i	-4	9
O=C(NC1CCCCC1)c1c(O)nc2sccn2c1=O	3	30	.	.	0	-2	-3	.	-6	.
CC(C)(C)c1ccc(OCC(=O)NNC(=O)c2cccnc2)cc1	-2	-66	1	0	0	-8	-7	i	0	4

Two records drawn at random from those above, as already listed:
SMILES	GSK3beta inhib	AI-2 QS modul	KLF5 inh	IEC-6 tox	GSK3 alpha inh	aSyn UTR inh	HSF1 inhib	PolyA inh	HSF1 activator	HSP90 inh
COc1ccc(C(=O)c2coc3ccc(O)c(CN4CCOCC4)c23)cc1	-4	23	-11	-3	3	-12	1	i	6	4
O=C(COc1ccccc1[N+](=O)[O-])N/N=C/c1ccc(O)c([N+](=O)[O-])c1	1	25	-28	-11	-4	2	-2	i	-6	0

Next results
SMILES	GSK3beta inhib	AI-2 QS modul	KLF5 inh	IEC-6 tox	GSK3 alpha inh	aSyn UTR inh	HSF1 inhib	PolyA inh	HSF1 activator	HSP90 inh
O=C(NCC1CCCO1)C(c1cccs1)N(Cc1ccccc1)C(=O)c1ccc(-c2ccccc2)[nH]1 (stereo unspecified)	2	4	12	-1	0	28	2	i	13	5
CCC(=O)Nc1ccc2c(c1)nc(CCN1CCC(C)CC1)n2C	-1	18	-21	-3	-1	18	-1	i	0	2
CCc1ccc(NC(=O)C2CCN(S(=O)(=O)c3c(C)[nH]c(=O)[nH]c3=O)CC2)cc1	-5	52	-35	3	-2	-35	2	i	-10	3
O=C(Nc1ccon1)c1cnc2sccn2c1=O	-2	23	-22	-10	-2	-30	-4	i	9	-3
COc1cccc(-c2csc(N3CCN(C(=S)Nc4ccccc4OC)CC3)n2)c1	0	39	-11	4	1	-46	3	i	6	0
COc1cc(/C=N/NC(=S)NCC2CCCO2)cc(OC)c1OC (stereo unspecified)	2	16	5	6	3	15	0	i	0	4
COc1ccccc1NC(=O)C(C)OC(=O)CCNS(=O)(=O)c1ccc(C)c(C)c1 (stereo unspecified)	-2	9	.	.	0	3	6	i	3	.
O=C1CSC(c2cn(-c3ccccc3)nc2-c2cc3ccccc3o2)N1Cc1ccccc1 (stereo unspecified)	-3	2	-42	-5	-3	16	6	i	-13	3
